Source: PubChem BioAssay
PriA SSB inh: inhibitors of Klebsiella pneumoniae PriA binding to SSB C-terminal tail, primary screen, biochemical, AlphaScreen | inhibition, % at 33 µM | actives 0.6% (n = 430,000) | AlphaScreen SSBct-PriA binding, biotinylated peptide | PriA–SSB C-terminal tail interaction (Klebsiella pneumoniae); in the data active means inhibition mostly above about 37%, no sharp cut-off; inactive means mostly below about 20%;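 further: plate controls were negative control peptide for no effect and reference peptide for full effect; strong numbers were not always called active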
Starred values were filed as active, the others as inactive; & = joins results of further samples. Not all compounds are listed; rates above refer to the full screens.

smiles,PriA SSB inh
C(/C=C/c1ccccc1)=NNc1nc(N2CCOCC2)nc(N2CCOCC2)n1,-12
COc1cc(OC)c(CCC(=O)NCc2ccccc2-c2ccsc2)c(OC)c1,3
O=C(NCCn1ncccc1=O)c1ccccc1C(F)(F)F,-5&-2
Cn1cc(S(=O)(=O)Nc2nc3ccccc3nc2NCCn2cccc2)cn1,-5
O=C(Nc1nnc(C2=COCCO2)o1)c1cc2ccccc2oc1=O,-1
Cc1cc(C)n(CC2CCN(Cc3ccccc3F)CC2)n1,-13
CC(C)(C)Cc1nnc(C2CCCN(C(=O)C3CCCC3)C2)o1 (stereo not drawn),-7
O=C(Nc1ccc(S(=O)(=O)N2CCCCC2c2cccnc2)cc1)c1ccc(S(=O)(=O)N2CCOCC2)cc1 (stereo not drawn),4
O=C(CSc1nc(-c2cccc(Cl)c2)[nH]c1-c1ccccc1)NCc1ccco1,-3
COc1ccc(S(=O)(=O)NCC(c2ccsc2)N2CCCCCC2)c(OC)c1 (stereo not drawn),1
Cc1nc2scc(-c3cccc(NC(=O)NC4CCCCC4)c3)n2c(=O)c1C,-3
COc1ccc(NC(=O)CN2C(=O)COc3ccccc32)cc1,12
Nc1nnc(CC(=O)NN=Cc2cccc(OCCOc3ccccc3)c2)s1,-17
CS(=O)(=O)N1CCCC1C(=O)Nc1nnc(-c2ccc(F)cc2)o1 (stereo not drawn),-3
Cc1noc(C)c1S(=O)(=O)N1CCN(CC(O)c2ccco2)CC1 (stereo not drawn),5
O=C(/C=C/c1ccccc1)NCC(=O)NN=Cc1ccccc1[N+](=O)[O-],-4
COc1ccccc1C=NNC(=O)C(=O)NCc1cccnc1,-28
N#Cc1ccc(Cl)cc1NC(=O)C(=O)NCc1ccc2c(c1)OCO2,-13
NCC(O)Cn1ccccc1=O (stereo not drawn),10
O=C(Nc1nc2c(Cl)cc(Cl)cc2s1)c1ccc(Cl)s1,-12&0

3 structures from above, sorted by SMILES length, largest number first:
smiles,PriA SSB inh
C(/C=C/c1ccccc1)=NNc1nc(N2CCOCC2)nc(N2CCOCC2)n1,-12
Cn1cc(S(=O)(=O)Nc2nc3ccccc3nc2NCCn2cccc2)cn1,-5
NCC(O)Cn1ccccc1=O (stereo not drawn),10

(listing goes on)
smiles,PriA SSB inh
Cc1c(C)n(CC(O)CN2CCc3ccccc3C2)c2ccc(F)cc12 (stereo not drawn),12
Cc1nnc(NC(=O)CSc2nnc3ccc(-c4cccc([N+](=O)[O-])c4)nn23)s1,-5
Cn1nc(CNC(=O)NCc2ccc(F)cc2)cc1-c1ccncc1,-10
COc1ccc(S(=O)(=O)NC[C@H]2CCCO2)cc1C(=O)O,-14
O=C1C2C3C=CC(C3)C2C(=O)N1N=Cc1ccc(-c2ccccc2[N+](=O)[O-])o1 (stereo not drawn),5
O=C(CSc1nnc(NC(=O)c2ccc(Cl)cc2Cl)s1)Nc1ccccc1C(F)(F)F,-2
O=S(=O)(c1ccc(F)cc1)N1CCN(c2ccc3nncn3n2)CC1,1
Cc1cccc(C=Nn2c(C)cc(C)c(C#N)c2=O)c1,-1
Cc1ccccc1C1CCN(C(=O)c2ccc3ncsc3c2)CCS1 (stereo not drawn),-1
Cn1cccc1-c1noc(CNC(=O)c2ccccc2Cl)n1,-7
O=c1cc(-c2ccncc2)nc[nH]1,-21
Cc1cc(CCC(=O)N2CC[C@H](n3cc(-c4ccccc4)nn3)C2)ccc1F,-23
Cc1ccc(C=NNc2ncnc3nc[nH]c23)cc1,-1
CC(=NNC(=O)c1cc2ccccc2cc1O)c1ccc2c(c1)OCO2,-9
COc1cccc(N2CC(CNC(=O)c3ccccc3S(=O)(=O)C(F)F)OC2=O)c1 (stereo not drawn),-5
Cc1ccsc1C=NNC(=O)Cc1cccn1C,4
O=C(CC1NC(=O)NC1=O)Nc1ccc(F)cc1 (stereo not drawn),-1
CC(=O)c1ccc(N2CCN(C(=O)CCn3cnc4c([nH]c5ccc(C)cc54)c3=O)CC2)cc1,-3
Cc1ccc(S(=O)(=O)N2CCc3ccc(NC(=O)c4ccco4)cc3C2)cc1,9&14
COc1ccc(F)cc1S(=O)(=O)NCc1nn(C)c(=O)c2ccccc12,-22

19 compounds out of the list, ordered by length of the SMILES, smallest number first:
smiles,PriA SSB inh
NCC(O)Cn1ccccc1=O (stereo not drawn),10
O=c1cc(-c2ccncc2)nc[nH]1,-21
Cc1ccsc1C=NNC(=O)Cc1cccn1C,4
O=C(CC1NC(=O)NC1=O)Nc1ccc(F)cc1 (stereo not drawn),-1
COc1ccccc1C=NNC(=O)C(=O)NCc1cccnc1,-28
Cn1cccc1-c1noc(CNC(=O)c2ccccc2Cl)n1,-7
O=C(Nc1nc2c(Cl)cc(Cl)cc2s1)c1ccc(Cl)s1,-12&0
Cn1nc(CNC(=O)NCc2ccc(F)cc2)cc1-c1ccncc1,-10
COc1ccc(S(=O)(=O)NC[C@H]2CCCO2)cc1C(=O)O,-14
CC(=NNC(=O)c1cc2ccccc2cc1O)c1ccc2c(c1)OCO2,-9
O=S(=O)(c1ccc(F)cc1)N1CCN(c2ccc3nncn3n2)CC1,1
COc1ccc(F)cc1S(=O)(=O)NCc1nn(C)c(=O)c2ccccc12,-22
Cc1ccc(S(=O)(=O)N2CCc3ccc(NC(=O)c4ccco4)cc3C2)cc1,9&14
Cc1cc(CCC(=O)N2CC[C@H](n3cc(-c4ccccc4)nn3)C2)ccc1F,-23
COc1cccc(N2CC(CNC(=O)c3ccccc3S(=O)(=O)C(F)F)OC2=O)c1 (stereo not drawn),-5
O=C(CSc1nnc(NC(=O)c2ccc(Cl)cc2Cl)s1)Nc1ccccc1C(F)(F)F,-2
Cc1nnc(NC(=O)CSc2nnc3ccc(-c4cccc([N+](=O)[O-])c4)nn23)s1,-5
O=C1C2C3C=CC(C3)C2C(=O)N1N=Cc1ccc(-c2ccccc2[N+](=O)[O-])o1 (stereo not drawn),5
CC(=O)c1ccc(N2CCN(C(=O)CCn3cnc4c([nH]c5ccc(C)cc54)c3=O)CC2)cc1,-3

The list continues:
smiles,PriA SSB inh
CCOc1ccc(Oc2c(C=NNC(N)=O)c(C)nn2-c2ccccc2)cc1,8
Cn1nc(C2CC2)cc1N1CCN(C(=O)c2ccccc2OC(F)(F)F)CC1,1
CN1CCN(c2nc3ccc(NC(=O)c4cc(Cl)sc4Cl)cc3s2)CC1,6&10
Nc1cc(S(=O)(=O)N2CCCCCC2)ccc1Cl,-8
Cc1ccccc1OCC(=O)NCCCCN1CCO[C@H](c2ccccc2)C1,0
CCCN1CCCc2cc(CCNC(=O)C(=O)Nc3cccc(SC)c3)ccc21,53
Cc1ccc(S(=O)(=O)N2CCCCC2CC(=O)Nc2cccc(C(F)(F)F)c2)cc1 (stereo not drawn),22
Cc1ccccc1CSCCC(=O)NCCc1ccc(Cl)cc1,-12
COc1cccc(OCCn2c(C3CC(=O)N(Cc4ccc(F)cc4)C3)nc3ccccc32)c1 (stereo not drawn),-9
CCOc1ccc(-n2c(=S)sc3c(=O)[nH]c(SCC(=O)Nc4ccccc4CC)nc32)cc1,-11
CN(C)c1cncc(OC2CCN(C(=O)C3OCCc4ccccc43)C2)n1 (stereo not drawn),4
CN(C)c1nccnc1OC1CCCN(C(=O)Cc2ccsc2)C1 (stereo not drawn),-17
O=c1c2cc(-c3ccc(F)cc3)nn2ccn1Cc1nc(-c2cccc(Cl)c2)no1,-10
COc1ccc(C(N)=NOC(=O)/C=C/c2ccccc2)cc1,-23
Cc1ccc(OCC(=O)NN=Cc2cccnc2)cc1C,-11
CCOc1cc(C=NNC(=O)c2ccccn2)ccc1OC(=O)c1cccs1,-14
COc1ccc(C(=O)N2CCC(c3nnc(C4CC4)o3)CC2)cc1,-3
CC(=O)N1CC(C(=O)Nc2ccc3c(c2)OCCO3)C1,-3
CCOC(=O)NN=Cc1ccc(OC)c(O)c1,-18
O=C(CSc1ccc(-c2ccccn2)nn1)Nc1ccc([N+](=O)[O-])cc1,24
CCCc1noc(-c2ccc(SCC(=O)Nc3ccc4c(c3)OCO4)nc2)n1,6
S=c1nc[nH]c2c1oc1ccccc12,11
CC(=NNC(N)=S)c1cc2ccc(O)cc2oc1=O,-2
Cc1cc(C)c(NC(=O)COC(=O)c2cccnc2)c(C)c1,-7
CC(=NNC(=O)c1c(Cl)c(C)nn1C)c1cccc(NC(=O)C2CCCC2)c1,2
COc1ccc(-c2csc(NC(=O)c3ccc(S(=O)(=O)N4CCCC(C)C4)cc3)n2)cc1 (stereo not drawn),-10
Cc1ccccc1-n1c(CC2CCN(C(=O)c3c(C)noc3C)CC2)n[nH]c1=O,0
COc1c(C)cnc(Cn2c(=O)n(Cc3ccc(F)cc3)c(=O)c3sccc32)c1C,-10
COc1ccc(F)cc1S(=O)(=O)N1CCN(c2nc(-c3ccsc3)cs2)CC1,0
CC(=O)Nc1cccc(C(C)=NNC(=O)c2ccccc2Cl)c1,-8
O=C(N/N=C\c1cccs1)c1cc(-c2cccc3ccccc23)n[nH]1,16
COc1ccc(Cc2nnc(C3CCN(C(=O)Nc4cccs4)CC3)s2)cc1,8
O=C(COc1ccc(Br)cc1)NC1CCCC1,1
O=C(OCc1nc2ccccc2s1)c1ccc(Cc2ccccc2)cc1,-12
O=S(=O)(Nc1ccccc1F)c1ccc(Oc2ccccc2Cl)cc1,-5
CC(=NNc1ccccn1)c1ccc(Br)s1,-5
COc1ccc(CNc2c(C#N)cnc3cc(OC)ccc23)cc1,-1
CSc1ncccc1C(=O)N1CCC2(CC1)OCCS2,0
Cn1nc(CN(Cc2ccco2)C(=O)CCSc2ccccc2)c2c1CCC2,8
COc1cccc2c(Nc3ccc(Cl)cc3)c(C#N)cnc12,-23
COc1ccc(NC(=O)c2cnc3n(c2=O)CCS3)cc1Cl,-11
O=C(CCC1CCCCC1)N1CCOCC1CO (stereo not drawn),-16
O=C(O)CCCCCN1C(=O)/C(=C\c2ccc3c(c2)OCCO3)SC1=S,13
Cc1ccsc1C(O)CNC(=O)c1cc(-c2ccc(F)cc2)nn1C (stereo not drawn),-19
COc1ccc(Cl)c2sc(N(CCCn3ccnc3)C(=O)c3cccc(F)c3)nc12,25
CCOc1ccc(CC(=O)Nc2nc3c(OCC)cccc3s2)cc1,-30
Cn1c(C2CCN(S(C)(=O)=O)CC2)nn(Cc2ccc(Cl)c(Cl)c2)c1=O,-20
O=C(NCc1ccc([C@@H](O)c2ccco2)s1)C(=O)Nc1cccc(N2CCCC2=O)c1,-4
CCOc1cc(C=NNC(=O)CSc2nncn2C)ccc1OCc1ccccc1,-1
COc1cccc(C=NNC(=O)CCc2ccccc2)c1,-4
O=C(c1ccc2nsnc2c1)N1CCN(CC(F)(F)F)CC1,-12
O=C(NCCc1csc(-n2cccn2)n1)c1c(F)cccc1F,-18
CN(C)C(CNC(=O)COc1ccccc1F)c1cccs1 (stereo not drawn),6
CCOc1ccc(C(=O)Nc2sc3c(c2C#N)CCCCC3)cc1,-6
CC(C)(C)N(C(=O)c1ccccc1[N+](=O)[O-])C(=O)N1CCCCC1,1
COc1cccc2cc(C(N)=O)c(=NNC(=O)c3ccccc3)oc12,5
O=C(NCc1cc(C2CC2)n(C2CCCC2)n1)Nc1ccccc1C(F)(F)F,-6
O=C(NCc1cccs1)NCC1CCN(c2nc3ccccc3o2)CC1,0
O=C(c1cnn2c1OCCC2)N1CCN(C/C=C/c2ccccc2)CC1,-21
Cc1cc(C)cc(NC(=O)N2CCN(c3ccc4nnc(C)n4n3)CC2)c1,-11

COc1ccc2sc(N(CCCN3CCOCC3)C(=O)c3nc4ccccc4s3)nc2c1
  PriA SSB inh: 5
Cc1ncn(CC(=O)O)c(=O)c1C
  PriA SSB inh: -6
O=C(CCc1ccc(Cl)c(C(F)(F)F)c1)NCCSC1CCOCC1
  PriA SSB inh: -9
O=C(NN=Cc1c[nH]c2ccccc12)c1ccncc1
  PriA SSB inh: 5
Cc1ccc(NC(=O)CN2CCC(C(=O)NCCn3nc(-c4ccco4)ccc3=O)CC2)c(C)c1
  PriA SSB inh: -4
CCOc1cccc(/C=C/c2nc3ccccc3[nH]c2=O)c1
  PriA SSB inh: -19
COCCNC(=O)NCC1CCN(C(=O)c2ccoc2)CC1
  PriA SSB inh: -8
Cc1nc(-c2ccccc2F)sc1CNC(=O)c1c(-c2ccccc2Cl)noc1C
  PriA SSB inh: -13
Cc1cc(O[C@H]2CCN(C(=O)c3ccc(-c4cccc(Cl)c4)cc3)C2)cc(=O)o1
  PriA SSB inh: 8
CC(=NNC(=O)C1CC1c1ccccc1)c1cccc([N+](=O)[O-])c1 (stereo not drawn)
  PriA SSB inh: -18

COc1ccc(N2C(=O)C3CCCN3C2c2cccs2)cc1Cl (stereo not drawn)
  PriA SSB inh: 0
COc1ccc(CCNC(=O)Cc2cc(-c3ccco3)on2)cc1OC
  PriA SSB inh: 0
COc1ccc2cc(C3CC(c4ccco4)=NN3C(=O)c3ccccc3F)c(Cl)nc2c1 (stereo not drawn)
  PriA SSB inh: -8
CC(=NNc1nc(-c2ccccc2)cs1)c1cccs1
  PriA SSB inh: 23
CC1CCc2c(sc(NC(=O)CS(=O)(=O)c3ccc(Cl)cc3)c2C(N)=O)C1 (stereo not drawn)
  PriA SSB inh: 0
CCOc1ccc(C(=O)NC2CNC(=O)C2)cc1OCC (stereo not drawn)
  PriA SSB inh: -8
O=C(Nc1nc(CC(=O)N2CCN(c3cccc(C(F)(F)F)c3)CC2)cs1)NC1CCCC1
  PriA SSB inh: -18
Cc1cc(NC(=O)C(=O)NCC2(c3cccs3)CCCC2)c2ccccc2n1
  PriA SSB inh: -10
COC(=O)Nc1ccc(C)c(N2CCCC2=O)c1
  PriA SSB inh: -2
Cc1ccc(C)c(-c2csc(NC(=O)COc3ccccc3)n2)c1
  PriA SSB inh: -50&9

Cc1cccc2nc(NC(=O)c3ccc(Oc4ccccc4)cc3)sc12
  PriA SSB inh: -17
O=C(Cc1cc(=O)[nH]c(SCc2ccc(F)cc2)n1)N1CCc2ccccc21
  PriA SSB inh: -10
CC(=NNC(=O)CCC(=O)O)c1c(-c2ccccc2)c2cc(Br)ccc2[nH]c1=O
  PriA SSB inh: 0
CCOC(=O)c1ccc(NC(=O)CSc2nc(=O)n(CCCN(C)C)c3c2CCC3)cc1
  PriA SSB inh: -8
O=C(Cc1ccsc1)N1CCC2(CC1)OCCS2
  PriA SSB inh: -15
Cc1ccc(NC(=O)c2ccccc2)c([N+](=O)[O-])c1
  PriA SSB inh: 57*
Cc1occc1C(=O)NN=Cc1c(O)ccc2ccccc12
  PriA SSB inh: 2
